FLuc inhib CS = counter-screen for luciferase assay inhibitors: firefly luciferase inhibition. ATPLite firefly luciferase biochemical luminescence, 10 min. actives 1.5% (n = 200,000). inhibition, % at 10 µM. P08659;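 active = inhibition above about 50% when tested at 10 µM, limit read from the data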
Target sequence (P08659 whole entry, looked up): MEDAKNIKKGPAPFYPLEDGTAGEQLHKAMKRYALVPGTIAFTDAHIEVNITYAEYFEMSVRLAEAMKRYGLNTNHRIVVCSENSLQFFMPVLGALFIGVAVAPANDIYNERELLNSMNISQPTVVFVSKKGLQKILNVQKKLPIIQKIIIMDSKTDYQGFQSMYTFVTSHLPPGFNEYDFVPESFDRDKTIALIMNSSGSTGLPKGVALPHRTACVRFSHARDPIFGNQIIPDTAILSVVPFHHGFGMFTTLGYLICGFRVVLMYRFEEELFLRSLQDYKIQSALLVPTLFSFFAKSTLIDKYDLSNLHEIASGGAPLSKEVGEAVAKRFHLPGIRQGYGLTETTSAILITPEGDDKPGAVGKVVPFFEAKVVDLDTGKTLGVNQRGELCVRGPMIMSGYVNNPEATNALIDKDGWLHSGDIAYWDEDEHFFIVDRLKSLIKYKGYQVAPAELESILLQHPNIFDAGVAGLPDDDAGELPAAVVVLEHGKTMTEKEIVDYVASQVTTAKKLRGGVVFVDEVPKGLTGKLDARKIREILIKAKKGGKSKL
bIAP activator = increases bovine intestinal alkaline phosphatase activity; actives 0.17% (n = 200,000); activation factor at 20 µM; purified bovine IAP, CDP-star luminescence, 30 min; active compounds read high; fold of DMSO-control signal, blank-subtracted;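 active = activation factor of 2 or more at 20 µM, a signal rise over negative controls twice the positive control's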
PMI act = phosphomannose isomerase (human) activation; P34949; purified human PMI, coupled resazurin fluorescence, 20 min; active compounds read high; 1 = vehicle control, 0 substrate-free wells; activation factor at 20 µM; actives 0.005% (n = 190,000); AID 1214;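 active = activation factor of 2 or more at 20 µM, relative to plate controls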
APP 5'UTR act = APP 5'UTR luciferase reporter activation; SH-SY5Y APP 5'UTR luciferase reporter, luminescence; zero percent = DMSO vehicle wells; activation, % at 2 µM; actives 1% (n = 190,000); AID 1276;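 active = activation above a set limit, based on mean plus 3 SD of controls, cut at about 140% in these data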; also: values of inactives mirror those of a sister screen read the other way
NF-kB neuron act = compounds increasing NF-kB expression in human neuronal cells; actives 1.6% (n = 190,000); AID 1239; NF-kB reporter expression; active compounds read high; fold change at 12.5 µM; in the data active = fold change above about 3.3
TNAP act hi DEA = activators of human TNAP at high phosphate acceptor concentration | AID 1136 | purified TNAP, CDP-star luminescence, 1 M DEA, 30 min; active compounds read high; 0 = EDTA background, 1 = DMSO-only activity | activation factor at 20 µM | 200,000 tested, under 10 active;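 active = activation factor at least 2 at 20 µM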
Target sequence (P05186 whole entry, looked up): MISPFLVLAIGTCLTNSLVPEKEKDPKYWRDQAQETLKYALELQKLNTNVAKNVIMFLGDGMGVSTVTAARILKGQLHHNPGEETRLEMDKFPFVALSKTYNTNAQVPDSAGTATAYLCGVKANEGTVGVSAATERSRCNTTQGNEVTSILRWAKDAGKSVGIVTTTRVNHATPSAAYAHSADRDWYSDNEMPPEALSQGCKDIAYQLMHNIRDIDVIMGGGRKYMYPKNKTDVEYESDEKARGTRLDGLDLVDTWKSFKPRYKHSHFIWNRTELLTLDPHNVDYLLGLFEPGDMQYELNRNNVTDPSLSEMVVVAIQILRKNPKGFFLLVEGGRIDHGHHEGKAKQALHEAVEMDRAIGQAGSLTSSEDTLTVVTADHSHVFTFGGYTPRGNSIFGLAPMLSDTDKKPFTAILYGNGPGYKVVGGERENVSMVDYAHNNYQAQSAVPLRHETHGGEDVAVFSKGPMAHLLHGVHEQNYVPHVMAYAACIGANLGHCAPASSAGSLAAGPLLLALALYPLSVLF
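Control set: EDTA negative control, DMSO positive control / Assay system: human TNAP / Quantity: TNAP 1/800 final / Evaluation: TNAP activation factor scaled between EDTA and DMSO control wells / Measured by: luminescent substrate turnover signal / Compound dosing: one dose, 20 µM / Times: 30 min enzyme reaction at room temperature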
TNAP inh noacc = inhibitors of human TNAP without phosphate acceptor; P05186; purified TNAP, CDP-star luminescence, 30 min; inhibition, % at 20 µM; actives 0.26% (n = 200,000); AID 1012;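 active = tissue-nonspecific alkaline phosphatase inhibition above about 50% at 20 µM in the single-dose screen, limit read from the data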;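 also: 0% = DMSO negative control and 100% = EDTA positive control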
PMI act satM6P = PMI (human) activation, high substrate; actives 0.34% (n = 190,000); AID 1216; activation factor at 20 µM; coupled PMI enzyme assay, resazurin fluorescence, 20 min; active compounds read high; 1 = untreated enzyme, 0 = substrate-free blank;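 active = activation factor of 2 or more at 20 µM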
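Material: human phosphomannose isomerase with PGI, G6PDH, diaphorase coupling enzymes; amount: PMI at 15 ng/mL final; also added: Mannose-6-phosphate 1.0 mM (near-saturating) plus 0.22 mM NADP+; incubation: enzyme reaction with compound 20 min at room temperature; signal: resorufin fluorescence (Ex 544/Em 590 nm) from resazurin via diaphorase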
TNAP inh hiacc = blocks human TNAP under high phosphate acceptor concentration | AID 1135 | P05186 | actives 0.03% (n = 200,000) | inhibition, % at 20 µM | purified TNAP, CDP-star luminescence, 1 M DEA;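 active = over 50% inhibition of tissue-nonspecific alkaline phosphatase at 20 µM in the single-dose screen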;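 also: plate controls were DMSO wells for no effect and EDTA-quenched wells as full inhibition for full effect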
FLuc stim CS = firefly luciferase counter-screen for stimulation assays; activation factor at 10 µM; AID 1027; 200,000 tested, under 10 active; ATPlite luciferase biochemical, luminescence, 10 min; 0 = ATP-free wells, 1 = DMSO control;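 active = luciferase activation factor, scaled between plate controls, of at least 2 with compound at 10 µM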
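assay system = Luciferase/luciferin detection reagent, cell-free biochemical luciferase assay | also added = ATP substrate | times = 10 min post-reagent at room temperature | measured by = luminescence from luciferase reaction | measure = luciferase activation, seen as luminescence increase over controls | benchmarks = low control with PBS replacing ATP, high control enzyme plus ATP without compound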
Active calls of the source: *; · = not tested or not shown.

SMILES | FLuc inhib CS | bIAP activator | PMI act | APP 5'UTR act | NF-kB neuron act | TNAP act hi DEA | TNAP inh noacc | PMI act satM6P | TNAP inh hiacc | FLuc stim CS
COc1ccc(CN(CCC(c2ccccc2)c2ccc(OC(C)C)cc2)C(=O)CCl)cc1OC (stereo not drawn) | -6 | 1.4 | 0.9 | -9 | 0.2 | 1 | -21 | 1 | -5 | 1.1
COc1ccccc1N1CCN(C2CCN(S(=O)(=O)c3ccc(NC(C)=O)cc3)CC2)CC1 | -7 | 1.1 | 1 | 1 | 0.93 | 1.1 | -11 | 1 | -7 | 1.1
COc1cc(C(=O)Nc2ccc(C)cn2)c([N+](=O)[O-])cc1OC | -3 | 1 | 1 | -2 | 1.1 | 1 | 10 | 0.8 | -2 | 1
O=C(CCc1ccccc1)N1N=C(c2ccncc2)CC1(O)C(F)(F)F (stereo not drawn) | -5 | 1 | 1 | -5 | 1 | 1.1 | -13 | 0.9 | -7 | 1.1
COC(=O)c1cn(C(C)C(=O)NCc2ccco2)c2ccccc12 (stereo not drawn) | 0 | 1 | 0.9 | -21 | 1 | 1 | -4 | 1 | 2 | 1
O=C(Nc1ccccc1N1CCN(c2ccccc2)CC1)c1cccc(F)c1 | -6 | 0.7 | 0.8 | 2 | 1.1 | 1.1 | -12 | 0.8 | -8 | 1.1
CC1(C)CC(=O)C2=C(C1)N(Cc1ccco1)C(=O)C2(NC(=O)c1cccnc1)C(F)(F)F (stereo not drawn) | -5 | 1 | 0.9 | -3 | 1.3 | 1.1 | -15 | 0.9 | -5 | 1.1
Cc1ccc(NC(=O)COC(=O)COc2ccc(Cl)cc2)c([N+](=O)[O-])c1 | -2 | 1 | 1 | 1 | 1.1 | 1 | -4 | 0.9 | -1 | 1
Cc1nnc(NC2=NCCC2)s1 | -6 | 1 | 1 | -8 | 1.1 | 1.1 | -23 | 1 | -10 | 1.1
COc1ccc(/C=C/C(=O)OCC(=O)c2c(N)n(C)c(=O)n(C)c2=O)cc1 | -14 | 0.9 | 1 | 2 | 0.95 | 1 | -14 | 0.9 | -5 | 1.1
Cc1cnc(NC(=O)c2ccco2)s1 | 23 | 1 | 0.9 | 45 | 2.8 | 1 | -9 | 0.9 | -4 | 0.8
Cn1c(=O)c2c(nc(CN3CCCCC3)n2CCc2ccccc2)n(C)c1=O | -10 | 1 | 1.1 | -5 | 1.1 | 1.1 | -4 | 1 | -9 | 1.1
CCN(CC)CCCN1C(=O)C(O)=C(C(=O)c2sc(C)nc2C)C1c1ccc(C)o1 (stereo not drawn) | -4 | 1 | 0.9 | · | · | 1 | -6 | 0.9 | -2 | 1
CC(C)(C)NC(=O)CSC(=Nc1cccc(F)c1)NC#N | -4 | 0.9 | 1 | 7 | 0.61 | 1.1 | -11 | 1 | -7 | 1
Cc1cccc(C(=O)NC(=S)NNC(=O)Cc2ccccc2)c1 | -5 | 1.3 | 0.8 | -12 | 0.87 | 1.1 | -13 | 0.9 | -7 | 1.1
COc1ccc(Cc2nc(-c3cccnc3)no2)cc1OC | -4 | 1 | 1 | 11 | 0.92 | 1 | -5 | 1 | 0 | 1
COC(=O)[C@H](CCSC)NC(=O)N1CCN(c2cccc(C(F)(F)F)c2)CC1 | -3 | 0.9 | 1 | -5 | 1 | 1 | -12 | 1 | -1 | 1
COc1ccc(OC)c(C2C=C(C34CC5CC(CC(C5)C3)C4)NC(=S)N2)c1 (stereo not drawn) | -3 | 0.8 | 0.8 | -13 | 0.83 | 0.9 | 10 | 0.9 | 6 | 1
CCOC(=O)C1(Cc2ccccc2C)CCCN(C(=O)c2cc(C3CC3)[nH]n2)C1 (stereo not drawn) | -3 | 1.6 | 0.8 | 32 | 0.86 | 1 | -23 | 0.9 | -2 | 1
COc1ccc(-c2cc(C(F)F)n3ncc(C(=O)NCC4CCCO4)c3n2)cc1 (stereo not drawn) | -9 | 1 | 0.8 | -13 | 0.42 | 1 | -19 | 0.9 | -4 | 1.1
Cc1ccc(N2C(N)=C(C#N)C3(C(=O)N(C)c4ccccc43)C3=C2CC(C)(C)CC3=O)cc1Cl (stereo not drawn) | -5 | 1.1 | 1 | -12 | 0.94 | 1 | 0 | 1 | 2 | 1
Cc1c(C(=O)OCCN2CCCCC2)oc2ccccc12 | -4 | 1.1 | 1 | 0 | 1.2 | 1.1 | -13 | 1 | -8 | 1
Cc1ccc(OC(=O)CCc2c(C)nc3ncnn3c2C)cc1 | -2 | 0.9 | 0.9 | -7 | 1.4 | 1 | -6 | 0.9 | 1 | 1
Cc1ccc(C2c3sc(=O)[nH]c3SC3C(=O)NC(=O)C32)cc1 (stereo not drawn) | -1 | 1.1 | 1 | -9 | 1.1 | 1 | -9 | 0.6 | 1 | 1
O=C(NC1CC2CCCC(C1)N2C(=O)N1CCCCC1)C1CCCCC1 (stereo not drawn) | -1 | 1.1 | 1 | -5 | 1.1 | 1.1 | -17 | 1.1 | -6 | 1
CCN(CC)S(=O)(=O)c1ccc(N/N=C(\C)c2ccc3c(c2)OCO3)c([N+](=O)[O-])c1 | -5 | 1 | 1.1 | -1 | 0.98 | 0.9 | 15 | 1 | 13 | 1
Cc1ccc2c(CC(=O)OC(C)C(=O)Nc3ncc(Cl)cc3Cl)coc2c1 (stereo not drawn) | -2 | 0.9 | 1.2 | 14 | 1.1 | 1 | 1 | 1.1 | -1 | 1
CN(C(=O)C1CCCO1)c1nnc(-c2cnccn2)s1 (stereo not drawn) | -2 | 1 | 1 | -7 | 1.3 | 1 | -12 | 0.9 | 0 | 1
O=C(Oc1cccnc1)c1ccc([N+](=O)[O-])cc1Cl | 0 | 0.9 | 1.2 | -20 | 0.91 | 1 | -13 | 1 | -4 | 1
COc1ccc(Nc2ncc(C(=O)N3CCC(C(N)=O)CC3)c3ccccc23)cc1 | -3 | 1 | 1 | -12 | 1.4 | 1 | -7 | 1 | 1 | 1
CSc1nc(-c2ccc(Cl)cc2)c(C#N)c(=O)[nH]1 | -8 | 1.1 | 1.1 | 8 | 1 | 1.1 | -12 | 1 | -10 | 1.1
CCN(CC)S(=O)(=O)c1cccc(C(=O)N/N=C/c2cccc(O)c2O)c1 | 42 | 0.9 | 0.8 | -50 | 0.97 | 1 | -170 | 0.5 | 4 | 0.6
CCn1c(=O)cc(SCC(=O)N2CCC(C)CC2)c2ccccc21 | 2 | 1 | 1 | 17 | 1.3 | 1 | -9 | 1 | -2 | 1
CCOC(=O)Cn1c(=S)[nH]c2c(oc3ccc(Cl)cc32)c1=O | -11 | 0.9 | 1 | 9 | 1 | 1 | -6 | 1.1 | -3 | 1.1
Cc1cc(Nc2c(C)cccc2C)n2nc(C)nc2n1 | -7 | 1 | 0.9 | 2 | 1.1 | 1.1 | -12 | 0.9 | -7 | 1.1
Cn1c(Cl)cnc1C1CC(=O)c2cc(Cl)ccc2O1 (stereo not drawn) | 0 | 0.8 | 0.9 | -27 | 4.7* | 0.9 | 4 | 1 | 8 | 1
CC(C)[C@H](NC(N)=O)C(=O)NCCc1ccc(Cl)cc1 | -6 | 1.1 | 1 | 17 | 1.1 | 1.1 | -10 | 1 | -5 | 1.1
Cc1ccc(Sc2c(O)c3ccccc3n(C)c2=O)cc1 | -6 | 1.1 | 0.8 | -7 | 1.4 | 1 | -9 | 0.9 | -3 | 1.1
COC(=O)CSc1snnc1-c1ccc(Cl)cc1Cl | -5 | 0.9 | 0.9 | 9 | 1 | 1 | -8 | 0.9 | -4 | 1
CS(=O)(=O)N(CC(=O)NC1CCCCCC1)Cc1ccccc1 | -5 | 0.9 | 0.9 | 3 | 1.2 | 1 | -7 | 0.8 | 0 | 1
COc1ccccc1OCc1n[nH]c(=S)n1Cc1ccccc1 | 0 | 1.1 | 1 | 3 | 1.1 | 1 | -3 | 1.1 | 0 | 1
Cc1ccsc1C=Nc1ccc(O)cc1 | 6 | 0.9 | 0.6 | 6 | 0.89 | 1 | -7 | 0.5 | 3 | 0.9
Cc1onc(-c2ccccc2)c1C(=O)Nc1c(C)n(C)n(-c2ccccc2)c1=O | 0 | 1 | 1.1 | 0 | 1 | 1 | -8 | 1.1 | -2 | 1
N/C(=N\OC(=O)c1ccco1)c1ccccc1 | 58* | 0.9 | 0.9 | 142* | 2.2 | 1 | -9 | 1 | -3 | 0.4
CCCNC(=O)Nc1ccc2c(c1)nc(C)n2C | 17 | 0.9 | 1 | 10 | 1.5 | 1.1 | -13 | 1 | -7 | 0.8
COc1ccc(OC)c(N/C=C/C(=C(C#N)C#N)N(C)C)c1 | 4 | 0.9 | 0.9 | -13 | 1.1 | 1 | -5 | 0.9 | 0 | 1
O=C(Nc1cccnc1)c1ccc(COCC(F)(F)F)cc1 | -1 | 0.8 | 1 | 23 | 1 | 1.1 | -12 | 0.9 | -6 | 1
COc1ccc(N(CC(=O)NCc2ccccc2OC)S(=O)(=O)c2ccccc2[N+](=O)[O-])c(OC)c1 | -11 | 0.9 | 0.9 | 4 | 0.82 | 1.1 | -8 | 1 | -8 | 1.1
CCCc1cc(C(=O)Nc2cc(C)nn2-c2ccccc2)no1 | -4 | 1 | 0.9 | 5 | 1.6 | 1 | -11 | 0.9 | -1 | 1

7 consecutive compounds out of the list so far:
SMILES | FLuc inhib CS | bIAP activator | PMI act | APP 5'UTR act | NF-kB neuron act | TNAP act hi DEA | TNAP inh noacc | PMI act satM6P | TNAP inh hiacc | FLuc stim CS
Cc1ccsc1C=Nc1ccc(O)cc1 | 6 | 0.9 | 0.6 | 6 | 0.89 | 1 | -7 | 0.5 | 3 | 0.9
Cc1onc(-c2ccccc2)c1C(=O)Nc1c(C)n(C)n(-c2ccccc2)c1=O | 0 | 1 | 1.1 | 0 | 1 | 1 | -8 | 1.1 | -2 | 1
N/C(=N\OC(=O)c1ccco1)c1ccccc1 | 58* | 0.9 | 0.9 | 142* | 2.2 | 1 | -9 | 1 | -3 | 0.4
CCCNC(=O)Nc1ccc2c(c1)nc(C)n2C | 17 | 0.9 | 1 | 10 | 1.5 | 1.1 | -13 | 1 | -7 | 0.8
COc1ccc(OC)c(N/C=C/C(=C(C#N)C#N)N(C)C)c1 | 4 | 0.9 | 0.9 | -13 | 1.1 | 1 | -5 | 0.9 | 0 | 1
O=C(Nc1cccnc1)c1ccc(COCC(F)(F)F)cc1 | -1 | 0.8 | 1 | 23 | 1 | 1.1 | -12 | 0.9 | -6 | 1
COc1ccc(N(CC(=O)NCc2ccccc2OC)S(=O)(=O)c2ccccc2[N+](=O)[O-])c(OC)c1 | -11 | 0.9 | 0.9 | 4 | 0.82 | 1.1 | -8 | 1 | -8 | 1.1

Screening data: PubChem BioAssay, several laboratories
